Screens deposited in PubChem by several laboratories.
RmlCD inh 1536: M. tuberculosis RmlC/RmlD inhibition | 160,000 compounds, 0.03% hits | RmlC+RmlD coupled enzyme assay, percent inhibition; primary screen in compound mixtures | inhibition, % at 3.6 µM | AID 1533 | P9WH09+P9WH11; in the data active = inhibition mostly above about 34%, no sharp cut-off; also: some results filed as inactive read as strong as hits
Target sequence (P9WH09 whole entry, looked up): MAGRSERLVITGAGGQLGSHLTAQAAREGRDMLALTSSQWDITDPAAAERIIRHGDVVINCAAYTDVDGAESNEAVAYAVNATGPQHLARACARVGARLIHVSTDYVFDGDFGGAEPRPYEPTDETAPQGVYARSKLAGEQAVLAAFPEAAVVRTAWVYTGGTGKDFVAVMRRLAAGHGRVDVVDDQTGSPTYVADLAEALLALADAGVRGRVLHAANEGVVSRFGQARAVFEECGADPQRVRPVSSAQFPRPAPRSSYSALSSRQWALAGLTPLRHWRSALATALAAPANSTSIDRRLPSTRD
Target sequence (P9WH11 whole entry, looked up): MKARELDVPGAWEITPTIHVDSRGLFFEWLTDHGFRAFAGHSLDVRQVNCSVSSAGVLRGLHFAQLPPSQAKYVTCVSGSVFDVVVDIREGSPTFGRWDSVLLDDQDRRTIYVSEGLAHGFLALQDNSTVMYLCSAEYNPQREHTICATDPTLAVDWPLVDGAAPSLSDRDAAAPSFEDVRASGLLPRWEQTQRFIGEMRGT
M. tuberculosis GlmU: inhibition of mycobacterial GlmU enzyme – biochemical, glucosamine-1-phosphate acetyltransferase (AID 1376); M. tuberculosis GlmU acetyltransferase enzyme assay; higher % means a stronger effect; one-dose inhibition, %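 (tested at 30 µM in the primary screen)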; IC50 in µM for titrated hits; 220,000 compounds, 0.25% hits; in the data active = inhibition above about 13%;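 also: 0% = complete reaction with vehicle and 100% = reaction without substrate; strong numbers were not always called active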
* = called active by the depositor; . = no result given. Only part of the results is shown; the hit share may differ from the screen's.

Values run as follows: RmlCD inh 1536 | M. tuberculosis GlmU
Cc1ccc(S(=O)(=O)c2cc(N3CCOCC3)nc(-c3ccccc3)n2)cc1
    -1 | .
O=C(NCc1ccccc1)C1=C[C@H](c2ccc(Br)cc2)C[C@H](OCc2ccc(CO)cc2)O1
    . | 2.5%
Cc1csc(SCC(=O)NC2CCCCC2)n1
    3 | 5.0%
CCCCn1c(SCC(=O)NC(=O)NCc2ccco2)nc2cc(S(N)(=O)=O)ccc21
    -1 | -1.6%
Cc1cccc2cc(=O)[nH]c(C)c12
    9 | 2.6%
CC1(C)Cc2cccc(OCC(=O)Nc3cccnc3Cl)c2O1
    . | 2.8%
Cn1c(=O)n(-c2cccc(Cl)c2)c(=O)c2c3c(sc21)COC(C)(C)C3
    20 | 0.9%
Cn1nc([N+](=O)[O-])nc1Oc1ccc2ccccc2c1
    . | 5.5%
CCN(CC)S(=O)(=O)c1ccc(C(=O)OCCNC(=O)c2cccnc2)cc1
    -4 | 1.3%
C#CCNC(=O)C1=C[C@H](c2ccccc2)C[C@H](OCCCCO)O1
    . | 1.5%
CC1CCCCC1N=CC1=C(O)CC(C)(C)CC1=O (stereo not drawn)
    . | 2.1%
COc1ccc(C(=O)OC2CC[C@@]3(C)C4CCC5[C@]6(O)CC(O)[C@@]7(O)C(CN8CC(C)CCC8[C@@]7(C)O)[C@]6(O)C[C@@]53O[C@]24O)cc1OC (stereo partly drawn)
    4 | -2.7%
CC(=O)Nc1nc2c(c3c1c(=O)oc1ccccc13)CCCCC2
    10 | 1.8%
COc1cc2[nH]ccc(=O)c2cc1OC
    . | 2.2%
C/C(N)=C(/C#N)C(=O)CSc1n[nH]c(-c2cccs2)n1
    64 | 0.5%
O=C1c2cccnc2C(=O)N1Cc1ccc(Cl)cc1
    1 | 1.4%
COc1ccccc1C(=O)n1nc(-c2ccco2)nc1N
    7 | 1.2%
Cc1ccc(Cn2ncc3c(N4CCCC4)ncnc32)cc1
    10 | -3.1%
Cn1cccc1Cc1nnc(SCC(=O)N2CCN(c3ccccc3)CC2)n1-c1ccc(F)cc1
    -7 | -9.4%
CC1(C)CC(N(Cc2ccccc2)C(=O)Cc2ccccc2)CCO1 (stereo not drawn)
    . | 3.8%
COC(C[C@H]1O[C@H]1[C@@H](O)[C@H](C)OCc1ccccc1)OC
    . | 5.7%
COc1ccc(CCNC(=O)CSc2nnc(-c3cccc(F)c3)o2)cc1OC
    4 | 1.9%
COc1ccccc1NC(=O)Cn1cc(C(=O)c2ccco2)c2ccccc21
    -7 | -3.0%
c1ccc(Cn2nnc3c(N4CCc5ccccc5C4)ncnc32)cc1
    . | 0.8%
C/C(CC(=O)N1CCN(C=O)CC1)=N\NC(=O)c1ccc(Cl)cc1
    5 | 2.0%
CN1CCC(N(C)CC(O)c2ccccc2)CC1 (stereo not drawn)
    -7 | 7.0%
Cc1ccc(-c2nnc(SCC(=O)Nc3ccc4c(c3)OCCO4)n2N)cc1
    -2 | 8.9%
Cc1nnc2ccc(N3CCN(C)CC3)nn12
    -2 | 5.7%
CC(=O)c1cccc(NC(=O)N2CCCC2C(=O)NCc2ccc(C)cc2)c1 (stereo not drawn)
    . | -3.3%
Cc1occc1C(=O)NCc1ccccc1
    13 | -2.5%
C/C=C(\C)C(=O)NCCN1C2=NC[C@H](C(C)C)N2C[C@@H]1Cc1ccc(OC)cc1
    . | -7.0%
CN(C(=O)COC(=O)CNC(=O)C12CC3CC(CC(C3)C1)C2)C1CCS(=O)(=O)C1 (stereo not drawn)
    0 | 0.9%
CCC(=O)Nc1ccc(OC)cc1OC
    . | -5.6%
CC(C)CCN1CCN(C2CCN(c3ccccc3)CC2)CC1CCO (stereo not drawn)
    -9 | -10%
COC(=O)C1=C(C)N(CCCC(=O)O)C(=O)NC1c1cc2c(cc1[N+](=O)[O-])OCO2 (stereo not drawn)
    . | 3.8%
O=C(CCN1C(=O)c2ccccc2C1=O)Nc1ccc(F)cc1F
    8 | -7.0%
COc1ccc(/C(C)=N/OC/C(O)=C(\C#N)c2nc3ccccc3[nH]2)cc1
    3 | -7.4%
COCc1cc(/C=N\NC(=O)Cc2ccc(OC)cc2)ccc1OC
    -9 | 1.9%
COc1cc2cc(C#N)c(SCC(=O)N3CCOCC3)nc2cc1OC
    -9 | 4.3%
CCOC(=O)CC1C(=O)NCCN1C(=O)NC1CCCCC1 (stereo not drawn)
    -2 | 0.2%
Cc1ccc(C)c(-n2cc(-c3ccc(Cl)cc3)nc2SCC(=O)NC2CCS(=O)(=O)C2)c1 (stereo not drawn)
    12 | -4.1%
CCOC(=O)c1ccc(Nc2ncnc3ccccc23)cc1
    5 | 2.1%
O=C1NC(=O)N(c2ccc(Cl)cc2)C(=O)/C1=C/c1coc2ccc(O)cc2c1=O
    6 | 1.3%
O=[N+]([O-])c1cc(Cl)ccc1N1CCN(c2ccccc2O)CC1
    7 | 1.2%
O=C(CS(=O)(=O)c1cccc(Cl)c1)Nc1ccccc1Cl
    . | -0.8%

Structures from the list above that contain a cyano group:
Values run as follows: RmlCD inh 1536 | M. tuberculosis GlmU
C/C(N)=C(/C#N)C(=O)CSc1n[nH]c(-c2cccs2)n1
    64 | 0.5%
COc1ccc(/C(C)=N/OC/C(O)=C(\C#N)c2nc3ccccc3[nH]2)cc1
    3 | -7.4%
COc1cc2cc(C#N)c(SCC(=O)N3CCOCC3)nc2cc1OC
    -9 | 4.3%

The listing continues.
Values run as follows: RmlCD inh 1536 | M. tuberculosis GlmU
COc1ccc(-n2cnnc2SCC(=O)N(C)C2CCS(=O)(=O)C2)cc1 (stereo not drawn)
    14 | -1.6%
CCOC(=O)c1oc2c(CN3CCN(CCO)CC3)c(O)c(CC)cc2c(=O)c1-c1nc2ccccc2s1
    . | 1.3%
O=C(CNc1ccc2ccccc2c1)N/N=C/c1ccccn1
    7 | -0.4%
COC(=O)c1cc(=O)n(CCc2ccc(OC)cc2)c(=Nc2ccc(F)c(Cl)c2)s1
    -7 | 0.7%
CCn1c(-c2ccc(OC)c(OC)c2)n[nH]c1=S
    . | 7.5%
COc1cc2c(cc1OC)C(c1cc(OC)c(OC)c(OC)c1)NCC2 (stereo not drawn)
    . | 1.8%
CSCCC(NC(=O)c1ccc(Cl)cc1)C(=O)O (stereo not drawn)
    . | -7.6%
O=C(CCNc1cccc(Cl)c1)c1ccco1
    4 | -2.4%
Cc1ccc(N2CCN(C3=NC(=O)/C(=C\c4cccs4)S3)CC2)cc1
    10 | 4.4%
CC(=O)Nc1ccc(S(=O)(=O)N2CCNC(=O)CC2)cc1
    . | 1.6%
CN(Cc1ccccc1)C(=O)c1ccc([N+](=O)[O-])o1
    -10 | 2.5%
CCOC(=O)/C=C/c1ccc(C(F)(F)F)cc1S(=O)(=O)NC(C)(C)C
    . | -3.9%
CCCCCCn1c(CN2CCCC(C)C2)nc2c1c(=O)n(C)c(=O)n2C (stereo not drawn)
    -4 | 3.7%
CCCNC1=CC(=O)CC(C)(C)C1
    4 | -3.7%
CS(=O)(=O)Nc1ccccc1C(=O)Nc1cccc(Cl)c1
    . | 2.1%
COc1ccccc1CNC(=O)CCNC(=O)Cn1cnc2ccccc2c1=O
    . | -1.3%
COc1cc(/C=N/n2c(C)nnc2C)cc(OC)c1OC
    -9 | -3.6%
Cc1ccccc1N=C1NC(=O)CS1
    . | 4.0%
Cc1c(Cl)cnc(NC(=O)CSc2nnc(C)n2Cc2ccccc2)c1Cl
    . | 2.2%
CCN(CC)c1ccc(-c2nn3c(-c4n[nH]c5c4CCC5)nnc3s2)cc1
    7 | -4.9%
COC(=O)Oc1ccc(/C=C/C(=O)OC(C)C)cc1OC(=O)OC
    -1 | -1.2%
O=C(CCl)NN1C(=O)NC2(CCCCC2)C1=O
    8 | 4.8%
CC(C)CNC(=O)c1c(N)n(/N=C/c2ccccn2)c2nc3ccccc3nc12
    17 | -1.5%
CC(C)c1nn2c(=O)cc(O)nc2s1
    . | 1.5%
COc1cccc(NC(=O)N(Cc2cc3cc(C)cc(C)c3[nH]c2=O)CC2COCCO2)c1 (stereo not drawn)
    -6 | 1.1%
O=C(NN1C(=O)C2C(C1=O)C1C=CC2C12CC2)c1ccccc1 (stereo not drawn)
    . | -2.5%
COc1cc(OC)c(C2C(C#N)=C(N)OC3=C2C(=O)CC(C)(C)C3)cc1OC (stereo not drawn)
    -3 | -0.6%
Cn1c(-[n+]2c(-c3ccccc3)cc(-c3ccccc3)cc2-c2ccccc2)nc2cc([N+](=O)[O-])ccc21
    -6 | 2.0%
Cc1ccc(C(=O)c2c(NC(=O)c3ccccc3)sc(C)c2C)cc1
    -7 | 4.8%
COc1ccc(NC(=O)N2CCN(c3cccc(C(F)(F)F)c3)CC2)cc1OC
    -1 | -3.0%

For reference, part of the list above:
Values run as follows: RmlCD inh 1536 | M. tuberculosis GlmU
COc1ccccc1CNC(=O)CCNC(=O)Cn1cnc2ccccc2c1=O
    . | -1.3%
COc1cc(/C=N/n2c(C)nnc2C)cc(OC)c1OC
    -9 | -3.6%

Later entries:
Values run as follows: RmlCD inh 1536 | M. tuberculosis GlmU
Cc1ccc(NC(=O)NNC(=O)C2CC(c3cccnc3)=NO2)cc1 (stereo not drawn)
    . | 1.5%
COC(=O)C1=C(C)N(c2ccc(OC)c(OC)c2)C(=O)/C1=C\c1ccco1
    . | -5.5%
O=c1c2c([nH]c3ccccc13)CCCCCC2
    . | 14%*
O=C(O)CCCNc1ccc(S(=O)(=O)N2CCCCC2)cc1
    . | 3.7%
Cc1ccc(-c2nn(CC(=O)NCc3ccccn3)c(=O)c3ccccc23)cc1S(=O)(=O)N(C)C
    -7 | -0.6%
Cc1nnc(NCc2ccncc2)c2ccccc12
    . | -8.7%
CNc1ncc(C(=O)c2ccc(Cl)c(Cl)c2)s1
    -7 | -2.2%
O=C(CCNS(=O)(=O)c1cccc2nonc12)NC1CCCCCC1
    3 | -7.2%
CCN(CC)C(=O)C1CCC(C)(C(=O)O)C1(C)C (stereo not drawn)
    2 | 2.2%
OCCC1CN(Cc2cnn(-c3ccccc3Cl)c2)CCN1Cc1ccsc1 (stereo not drawn)
    -27 | 0.1%
COc1ccc(CCNc2cc(C)nc3c(-c4ccccc4)c(C)nn23)cc1OC
    . | 6.6%
Cc1nc(NCCN2CCOCC2)c2nnn(Cc3ccccc3Cl)c2n1
    0 | 6.2%
COc1ccc(Nc2nc3ccccc3nc2C)cc1
    32 | 8.9%
CCNC(=S)N/N=C/c1c(C)nn(-c2cccc(Cl)c2)c1Cl
    . | -3.3%
Cc1n(CC(=O)c2ccc(F)cc2)c2ccccc2[n+]1C
    -6 | -0.2%

Whole records, looked up by structure. Screens in order: RmlCD inh 1536, M. tuberculosis GlmU
Results for CNc1ncc(C(=O)c2ccc(Cl)c(Cl)c2)s1 → -7, -2.2%
Results for O=C(O)CCCNc1ccc(S(=O)(=O)N2CCCCC2)cc1 → ., 3.7%
Results for Cc1ccc(-c2nn(CC(=O)NCc3ccccn3)c(=O)c3ccccc23)cc1S(=O)(=O)N(C)C → -7, -0.6%
Results for COC(=O)C1=C(C)N(c2ccc(OC)c(OC)c2)C(=O)/C1=C\c1ccco1 → ., -5.5%
Results for OCCC1CN(Cc2cnn(-c3ccccc3Cl)c2)CCN1Cc1ccsc1 (stereo not drawn) → -27, 0.1%

More records
Values run as follows: RmlCD inh 1536 | M. tuberculosis GlmU
O=C(Nc1nc(-c2nc3ccccc3s2)cs1)C1CC1
    7 | 0.0%
O=C(N1CCN(c2ccc(F)cc2)CC1)C12CC3CC(CC(C3)C1)C2
    -6 | 2.7%
Nc1cccc(S(=O)(=O)c2ccc(N)c(N)c2)c1
    5 | 8.8%
CC1=C(C#N)C(NC(=O)c2ccc(Cl)cc2)(C(F)(F)F)C(=O)N1 (stereo not drawn)
    . | 1.2%
COc1ccccc1NC(=S)N(Cc1ccc(C(=O)O)cc1)Cc1ccc(OC)c(OC)c1
    10 | -7.2%
CN(C)CCCNC(=O)c1ccc(Oc2ccccc2)cc1
    -1 | -5.7%
Cc1cc(C)n2nc(C(=O)NCc3ccccc3)cc2n1
    6 | -3.7%
CCC(=O)c1ccc(N2CCOCC2)c(F)c1
    . | 0.8%
CSc1nnc(C(C)(C)C)c(=O)n1/N=C/c1ccc(C(C)C)cc1
    4 | -3.5%
O=C(c1ccc(F)cc1)N1CCN=C1c1ccccc1
    -8 | 0.9%
C=C(C)c1cccc(C(C)(C)NC(=O)Nc2nnc(C(C)C)s2)c1
    . | -3.5%
O=C(COc1ccc([N+](=O)[O-])cc1)Nc1ccc(C(=O)NCc2cccnc2)cc1
    -5 | -5.2%
CCOc1ccc(/C=C2/SC(=S)N(n3c(C)ccc3C)C2=O)cc1
    . | -0.3%
COC(=O)[C@@H](NC(=O)c1ccc(OC2CCN(Cc3ccccn3)CC2)cc1)C(C)C
    -6 | 6.7%
CC/C(=N\NC(=O)c1c[nH]c2ccccc12)c1cccs1
    -3 | 4.7%
CCCOc1ccc(Cc2c(Cl)nc(SC)nc2OC)cc1
    . | 1.9%
CN(C)c1cccc(NC(=O)Cc2ccc(F)cc2)c1
    . | 6.3%
Fc1ccc(NC(=S)N2CCSC2c2cccs2)cc1 (stereo not drawn)
    8 | -4.8%
Nc1nc2c(c3c1c(=O)oc1ccccc13)CCCCC2
    -14 | 4.8%
O=C(COc1ccc(-c2ccccc2)cc1)NNC(=O)NC1CCCCC1
    5 | 3.1%
CCOC(=O)/C(C)=N/NC(=O)c1ccc([N+](=O)[O-])cc1
    13 | 1.9%
COc1ccc(CCNS(=O)(=O)c2ccc3c(c2)CC(C)N3C(C)=O)cc1OC (stereo not drawn)
    -2 | .
O=C1[C@@H]2C(c3ccccc3Cl)=NO[C@@H]2C(=O)N1Cc1ccccc1
    11 | -5.3%
COc1ccc(CC(=O)NC(C)c2nnc(SCC(=O)Nc3cc(C)ccc3OC)n2C)cc1 (stereo not drawn)
    -9 | 0.6%
